TGFb SMAD3 inh = qHTS for Inhibitors of TGF-b. HepG2 CAGA-GFP TGF-b/SMAD3 reporter, GFP fluorescence, 18 h; TGF-beta stimulated, 500 pg/mL final. Potency, µM (top dose mostly 46.1 µM), for the others: top-dose activity, negative = inhibition, most hits filed as inhibitors. 410,000 tested, 1.2% active; note: potency is the fitted concentration of half-maximal effect; % is set by controls: 0 for no effect and ±100 for the full control effect; nearly all actives have a fitted effect of over 65% in size
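First, reporter cells (HEPG2 CAGA-GFP) rested 2 h at 37 degrees C. Next, compounds were pinned in and TGF-beta added to 500 pg/mL final. After 18 h, GFP was imaged per cell and summed per well.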
MmCpn inh = Inhibitors of TCP-1 ring complex (TRiC) of Methanococcus maripaludis (MmCpn): qHTS. purified Mm-Cpn ATPase, ADP Transcreener TR-FRET. 330,000 tested, 0.031% active. AID 504842, 2011. Potency, µM (titrated, usually from 76.9 µM), for inactives: top-dose activity, negative = inhibition, hits mostly inhibitors. Chaperonin Mm-Cpn (Methanococcus maripaludis); note: potency is the fitted concentration of half-maximal effect; % is set by controls: 0 for no effect and ±100 for the full control effect; nearly all actives have a fitted effect of over 80% in size
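Purified archaeal chaperonin (25 nM final) was preincubated with compound for 10 min at 37°C, then ATP (10 uM final) was added for 30 min at 37°C in Tris pH 7.4/KCl/MgCl2/DTT buffer. ADP was quantified by HTRF Transcreener TR-FRET.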
Akt phos inh = HTS Assay for Inhibitors of Akt Phophorylation: Primary Screen; Neuro2A IGF-stimulated pAkt S473 HTRF, 20 min; stronger effect = lower value; activity change, % for hits at 50 µM; 360,000 tested, 0.32% active; AID 651550, 2012; in the data active = activity change below about -80%; inconclusive = mostly about -51% to -80%; note: % is set by controls: 0 for no effect and ±100 for the full control effect
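Neuro2A cells in DMEM with 0.5% FBS, overnight at 37 deg C, given compound at single 50 µM final, then IGF (6 nM final) for 20 min at 37 deg C. Lysed; phospho-Akt Ser473 by HTRF after 24 h, 665/615 ratio.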
Nrf2 inh = Nrf2 qHTS screen for inhibitors; A549 ARE-Fluc reporter, luciferase luminescence, 18-24 h; Potency, µM (titrated, usually from 46 µM), without a hit: at the highest dose activity change, negative = inhibition, actives largely listed as inhibitors; 360,000 tested, 2.1% active; note: potency is the fitted concentration of half-maximal effect; % is set by controls: 0 for no effect and ±100 for the full control effect; nearly all actives have a fitted effect of over 60% in size
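Concentration-response testing used A549 ARE_Fluc cells at 5000 cells/well. Following an 18-24 h compound incubation, viability was read by fluorescence (Ex 405/Em 525) and luciferase output by luminescence.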
CCT chaperon mod = High-Throughput Screening for Modulators of Cytosolic Chaperonin Activity; 360,000 tested, 0.3% active; purified chaperonin ATPase assay, HTRF ADP detection, 30 min; activity change, % (test concentration not listed), hits read low; in the data active = activity change below about -30%; note: % is set by controls: 0 for no effect and ±100 for the full control effect
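TRiC at 40 or 20 nM final (batch-dependent) in 30 mM Tris pH 7.4, 100 mM KCl, 5 mM MgCl2, 1 mM DTT, with compound at single 76 uM and 10 uM ATP, 30 min at 37 deg C. ADP detected by HTRF Transcreener, 665/615 ratio.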
Abeta rescue = qHTS for compounds that reverse cellular toxicity of Amyloid beta (A-beta) peptide in yeast: Primary Screen. yeast expressing A-beta42, growth rescue, OD600, 48 h; response scale: 0% DMSO, 100% iron-clioquinol control. Potency, µM (titrated, usually from 46.1 µM), for the others: at the top dose growth rescue, actives largely listed as activators. 410,000 tested, 0.063% active; note: potency is the fitted concentration of half-maximal effect; nearly all actives have a fitted effect of over 55% in size
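Yeast growth medium received pinned compounds, then yeast cells expressing toxic A-beta were added; plates incubated at 30 C for 48 hr. Growth read as absorbance at 600 nm, normalized to DMSO and equimolar FeCl3 plus clioquinol controls.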
Nrf2 activator = qHTS of Nrf2 Activators. AREc32 ARE-luciferase reporter (MCF7-derived line), luminescence, 24 h. Potency, µM (doses to about 46.1 µM), inactives show at the top dose activation, usual class: activators. 410,000 tested, 0.31% active. AID 624171, 2012; note: potency is the fitted concentration of half-maximal effect; % of control where 0% means no effect; nearly all actives have a fitted effect of over 65% in size
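Each well held 1000 AREc32 cells, which were incubated with compound for 24 hr at 37 deg C after overnight attachment, and ARE reporter activity was quantified by firefly luciferase luminescence.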
A549 tox = Nrf2 qHTS screen for inhibitors: counterscreen for cytotoxicity; A549 ARE-Fluc cells, CellTiter-Fluor viability, 18-24 h; 390,000 tested, 0.16% active; Potency, µM (titrated, usually from 46 µM), without a hit: at the top dose activity change, negative = cytotoxicity, usual class: inhibitors; note: potency is the fitted concentration of half-maximal effect; % is set by controls: 0 for no effect and ±100 for the full control effect
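Cytotoxicity counterscreen: CellTiter-Fluor fluorescence was measured in A549 ARE_Fluc cells after 18-24 h of compound exposure in a concentration series. The subsequent BugLite luminescent read reports ARE-luciferase activity.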
HepG2 tox = qHTS for Inhibitors of TGF-b: Cytotox Counterscreen; HepG2 CAGA-GFP viability, ATP luminescence, 18 h; Potency, µM (doses to about 46.1 µM), for the others: top-dose activity change, negative = cytotoxicity, most hits filed as cytotoxic; AID 588856, 2011; 410,000 tested, 0.76% active; note: potency is the fitted concentration of half-maximal effect; some results filed as inactive show a strong effect at the top dose
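HepG2 CAGA-GFP cells (1000/well, DMEM with 1% FBS) received compound, then TGF-beta at 500 pg/mL final, and were incubated 18 hours at 37 degrees C. Viability was read by CellTiter-Glo luminescence. Media-only wells were set as complete cell-killing and DMSO as no toxicity.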
The depositor's hits bear a star; i = inactive; ? = inconclusive; / = not tested or not shown; [ ] = another dose, or the depositor's remark. Unless noted, calls come from the whole dose curve; as a rule, active = well fitted curve in the direction sought with a large enough effect; inconclusive = small, poorly fitted or top-dose-only effect, or another doubt; inactive = no such curve, though single readings can be large; an effect the other way counts as inactive or inconclusive.

1: Cc1ccc2c(c1)cc(C(=O)N1CCN(c3ccccn3)CC1)n2C
2: Nc1nc(SCC(=O)Nc2ccccc2Oc2ccccc2)n[nH]1
3: O=C(Cc1ccccc1)NC(=S)Nc1ccc(OC(F)F)cc1
4: COCCCNC(=O)C1CCCN(S(C)(=O)=O)C1 (stereo not given)
5: CCOC(=O)C1(Cc2ccc(OC)cc2)CCN(C(=O)c2csc(C)n2)CC1
6: Cc1c(C(=O)NCc2ccc(Cl)cc2)sc2nc3n(c(=O)c12)CCC3
7: CCOc1ccc(OCC)c(NC(=O)C2CCCN(S(=O)(=O)c3c(C)noc3C)C2)c1 (stereo not given)
8: Cc1ccccc1C(=O)Nc1nnc(S(=O)(=O)N2c3ccccc3CC2C)s1 (stereo not given)
9: O=C(O)COc1ccccc1/C=C1\SC(=Nc2ccc(F)cc2)N(c2ccc(F)cc2)C1=O
10: COCCNC(=O)CSc1ncnc2sccc12

screen / no.	1	2	3	4	5	6	7	8	9	10
TGFb SMAD3 inh	-17%	?	2%	9%	22%	-27%	-4%	?	2%	0%
Nrf2 activator	-0.8%	-0.1%	1.8%[9.22 µM]	0.2%	-0.2%	0.1%	-0.8%	3.4%	3.4%	2.9%
Akt phos inh	i	i	i	i	i	/	i	/	i	i
HepG2 tox	31%	-22%	-2%	3.5µM*	13%	-13%	11%	-21%	-3%	4%
A549 tox	0%	7%	13%	4%	0%	5%	-5%	9%	-10%	-6%
Nrf2 inh	?	12%	12%	11%	-5%	10%	12%	-2%	4%	20%
CCT chaperon mod	-1.0	0.1	0.3	-1.2	-2.5	/	-2.3	/	0.2	-1.7
MmCpn inh	0%	1%	1%	1%	0%	/	0%	/	2%	-5%
Abeta rescue	1%	23%	11µM*	-10%	18%	-27%	2%	0%	2%	17%

11: CCN(CC(=O)Nc1ccc(Cl)c(S(=O)(=O)N(C)C)c1)CC(=O)NC(C)C
12: CCc1cc(SC#N)cc(C)c1N
13: O=C(O)c1cccc(S(=O)(=O)N2CC=C(c3ccccc3)CC2)c1
14: O=[N+]([O-])c1ccc(N/N=C2/CCCCC2c2ccccn2)c([N+](=O)[O-])c1 (stereo not given)
15: CCN(c1ccccc1)S(=O)(=O)c1cccc(C(=O)NCc2ccccn2)c1
16: Cc1c(C(=O)NC(C)c2ccccc2)c(-c2ccccc2)nn1-c1ccccc1 (stereo not given)
17: CCOc1ccccc1C(=O)NCC(=O)NC(C)c1ccc(-n2ccnc2)cc1 (stereo not given)
18: Cc1ccc(C)c(NC(=O)CN(C)C(=O)C2=NNC(=O)CC2)c1
19: CC1(C)CN(C2CCCCC2)C(=O)[C@H]1CC(=O)Nc1ccc(Br)cc1
20: CCN(CC(=O)Nc1ccccc1OC)C(=O)c1cc(S(=O)(=O)N2CCCCCC2)ccc1OC

screen / no.	11	12	13	14	15	16	17	18	19	20
TGFb SMAD3 inh	9%	?	-19%	?	?	-4%	-2%	16%	15%	?
Nrf2 activator	-0.2%	8.8%	-0.3%	?	0.0%	-0.5%	-0.9%	-0.6%	-0.2%	-1.0%
Akt phos inh	i	i	i	i	i	i	i	i	i	i
HepG2 tox	-1%	-1%	0%	-18%	-11%	-7%	0%	3%	-5%	-4%
A549 tox	-1%	-1%	-2%	3%	2%	7%	0%	-1%	/	-6%
Nrf2 inh	-7%	-13%	-3%	18%	-6%	/	?	-10%	/	6%
CCT chaperon mod	2.5	1.7	0.2	-1.3	-0.3	-2.5	-0.1	-1.5	-2.0	-1.6
MmCpn inh	-2%	-1%	-6%	-2%	2%	-4%	1%	0%	/	0%
Abeta rescue	1%	0%	0%	-42%[inhibitor]	-9%	-2%	6%	-4%	2%	14%

21: CCOC(=O)c1sc(N/N=C/c2ccc(N(C)C)cc2)nc1C
22: COCCCNC(=O)c1cc(-c2cccnc2)nc2ccc(S(=O)(=O)N3CCC(C)CC3)cc12
23: Cc1ccc(NC(=O)CN2C(=O)CC(C)Sc3ccccc32)c(C)c1 (stereo not given)
24: CCc1ccc(S(=O)(=O)c2nnn3c2nc(Nc2ccc(C)c(Cl)c2)c2sccc23)cc1
25: C=CCNC(=S)N/N=C/c1cn(C)c2ccccc12
26: Cc1ccc(OC(=O)CCC(=O)Oc2ccc(C)cc2C)c(C)c1
27: CC(O)(c1cccc(F)c1)c1nc(-c2csc3ccccc23)cs1 (stereo not given)
28: C=CCn1c(CSCc2ccccc2)nnc1SCC(=O)NCc1ccccc1
29: CC(=O)c1ccc(Nc2nc3ccccc3nc2-n2nc(C)cc2C)cc1
30: N=c1c(S(=O)(=O)c2ccccc2)cc2c(=O)n3ccccc3nc2n1Cc1ccco1

screen / no.	21	22	23	24	25	26	27	28	29	30
TGFb SMAD3 inh	14%	0%	18%	41%[activator]	?	-16%	13µM*	1%	-23%	-22%
Nrf2 activator	5.4%	0.2%	0.0%	0.3%	3.4%	2.7%	-0.7%	2.6%	-0.5%	0.0%
Akt phos inh	i	/	/	/	i	i	i	i	/	i
HepG2 tox	13%	-10%	-5%	1%	10%	-17%	-66%	-12%	-12%	-16%
A549 tox	-8%	7%	-2%	8%	-3%	-16%	/	3%	5%	1%
Nrf2 inh	1%	/	-11%	?	5%	-1%	/	0%	14%	0%
CCT chaperon mod	0.2	/	/	/	0.4	-2.8	0.3	-1.8	/	0.1
MmCpn inh	-5%	/	/	/	1%	/	/	1%	/	-18%
Abeta rescue	-6%	-11%	-9%	-6%	?	7%	-93%[inhibitor]	1%	-6%	-7%

31: COc1ccc(C(=O)N/N=C/c2cc3ccccc3[nH]c2=O)cc1
32: Cc1cc(NC(=O)CC2Oc3ccccc3NC2=O)ccc1Br (stereo not given)
33: CC(C)c1nnc(SCC(=O)NCc2ccco2)n1C
34: CCCCN(C(=O)CNC(=O)c1cccs1)C(C(=O)NC1CCCCC1)c1cccnc1 (stereo not given)
35: O=C(C(c1ccccc1)c1ccccc1)N1CCN(Cc2ccccn2)CC1
36: CC(=O)NC12CC3CC(C1)CC(C(=O)OCC(=O)c1ccc4c(c1)OCCO4)(C3)C2
37: Oc1ccc(C=NN=C2c3ccccc3-c3ccccc32)c(O)c1
38: Cc1occc1C(=O)Nc1cccc(/C=C/C(=O)O)c1
39: COc1ccccc1N1CCN(c2cc(=O)n(Cc3ccc(F)cc3)c(=O)[nH]2)CC1
40: Cc1ccc(CNC(=O)C(CCC(N)=O)NC(=O)OCc2ccccc2)cc1 (stereo not given)

screen / no.	31	32	33	34	35	36	37	38	39	40
TGFb SMAD3 inh	-7%	-10%	0%	-6%	13%	-2%	?	-6%	-18%	2%
Nrf2 activator	0.3%	0.3%	3.0%	-0.3%	0.6%	3.4%	0.1%	-0.6%	-0.2%	0.4%
Akt phos inh	i	i	i	i	i	i	i	i	i	i
HepG2 tox	0%	4%	-23%	-10%	17%	-1%	-113%	5%	-4%	7%
A549 tox	-2%	-4%	0%	-9%	0%	0%	-15%	13%	-2%	-2%
Nrf2 inh	-8%	0%	8%	-14%	/	/	9%	20%	-5%	7%
CCT chaperon mod	-2.0	-5.7	-0.5	-0.2	-0.3	-4.0	0.2	0.0	0.2	-3.3
MmCpn inh	1%	1%	0%	0%	-6%	-12%	/	/	1%	-2%
Abeta rescue	9%	3%	-8%	-10%	2%	6%	6%	-2%	5%	-7%

Part of the list above, with two lines to a compound:
Every second line gives: TGFb SMAD3 inh | Nrf2 activator | Akt phos inh | HepG2 tox | A549 tox | Nrf2 inh | CCT chaperon mod | MmCpn inh | Abeta rescue
31	COc1ccc(C(=O)N/N=C/c2cc3ccccc3[nH]c2=O)cc1
→ -7% | 0.3% | i | 0% | -2% | -8% | -2.0 | 1% | 9%
32	Cc1cc(NC(=O)CC2Oc3ccccc3NC2=O)ccc1Br (stereo not given)
→ -10% | 0.3% | i | 4% | -4% | 0% | -5.7 | 1% | 3%
33	CC(C)c1nnc(SCC(=O)NCc2ccco2)n1C
→ 0% | 3.0% | i | -23% | 0% | 8% | -0.5 | 0% | -8%

Carrying on.
41: O=C1[C@@H](Oc2ccccc2)[C@@H](c2ccccc2)N1c1cccnc1
42: O=c1[nH]c(=S)[nH]c2c1C(c1ccc(F)cc1)OC(C1CCCCC1)C2 (stereo not given)
43: CCc1ccccc1NC(=O)CN1CCN(C(=O)CN2C(=O)NC3(CCCC3)C2=O)CC1
44: CCCCn1c(N)c(N(CCOC)C(=O)c2ccc(N3C(=O)c4ccccc4C3=O)cc2)c(=O)[nH]c1=O
45: Cc1cccnc1NC(=O)Cn1nc(-c2ccccc2)oc1=S
46: CCOC(=O)C1C(CC)NC(=S)NC1(C)O (stereo not given)
47: CN(C)CCC(=O)C(Cc1ccccc1)c1ccccc1 (stereo not given)

screen / no.	41	42	43	44	45	46	47
TGFb SMAD3 inh	-26%	?	-7%	1%	-1%	2%	7.9µM*
Nrf2 activator	-0.5%	-0.6%	0.5%	2.6%	17%	1.5%	?
Akt phos inh	i	i	i	i	i	i	i
HepG2 tox	-3%	-23%	-3%	6%	-33%	-1%	20µM*
A549 tox	0%	/	-6%	2%	4%	1%	-16%
Nrf2 inh	-13%	/	-11%	7%	?	-6%	-5%
CCT chaperon mod	0.8	0.0	-1.0	-3.6	-1.3	-2.2	0.1
MmCpn inh	/	/	-1%	/	?	-3%	/
Abeta rescue	0%	-8%	-13%	3%	13%	10%	-13%
